Assay outcomes deposited in PubChem by National Center for Advancing Translational Sciences (NCATS).
HCV inhibitor – blocks hepatitis C virus | Potency, µM (top dose mostly 41.8 µM), for the others: at the top dose activity change, negative = inhibition, actives largely listed as inhibitors | Huh7.5.1 HCVcc-Cre infection, luciferase reporter, 44 h | 340,000 tested, 3.4% active | AID 651820; further: potency means the concentration at half of the fitted maximal effect
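After 44 h co-culture of compound, cells and HCVcc-Cre (~0.5 moi), substrate is added for 15 min at room temperature and luciferase measured over 15 sec. Cells were seeded at 1,000/well and pre-cultured 4 h.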
AmpC detergent – inhibitors of E. coli AmpC beta-lactamase with detergent. 370,000 tested, 0.041% active. AmpC hydrolysis of nitrocefin, absorbance 480 nm, 0.01% Triton. Potency, µM (series often up to 114 µM), for inactives: at the highest dose activity change, negative = inhibition, actives largely listed as inhibitors;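 further: potency means the concentration at half of the fitted maximal effect; 0% = no-compound wells and -100% = no-enzyme wells; nearly all actives have a fitted effect of over 25% in size; some results filed as inactive show a strong effect at the top dose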
Target sequence (P00811 whole entry, looked up): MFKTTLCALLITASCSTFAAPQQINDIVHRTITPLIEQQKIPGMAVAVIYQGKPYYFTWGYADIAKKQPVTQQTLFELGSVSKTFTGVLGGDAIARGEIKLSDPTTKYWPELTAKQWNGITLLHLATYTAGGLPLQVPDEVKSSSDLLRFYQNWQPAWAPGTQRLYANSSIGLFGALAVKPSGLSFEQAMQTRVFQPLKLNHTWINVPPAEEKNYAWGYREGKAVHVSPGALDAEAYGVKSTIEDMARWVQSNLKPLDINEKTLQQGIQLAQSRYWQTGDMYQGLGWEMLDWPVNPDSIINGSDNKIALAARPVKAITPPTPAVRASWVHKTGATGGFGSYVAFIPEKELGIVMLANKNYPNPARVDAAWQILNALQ
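AmpC (5.3 nM in the dispensed reagent) in 20 mM phosphate pH 7.0 with 0.01% (detergent screen) or 0.0001% Triton X-100 was preincubated with compounds for 15 min at room temperature. Nitrocefin was then added from an 800 uM solution, and hydrolysis was followed at 480 nm.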
HCMV antiviral – blocks human cytomegalovirus replication; HFF cells, HCMV-luciferase reporter, 72 h; stronger effect = lower value; activity change, negative = inhibition, % at 57.5 µM; 410,000 tested, 4.5% active; AID 1259415; in the data active means activity change below about -60%; inconclusive means no clear call, values can overlap the other calls; inactive means above about -39%
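Two compound doses tested in HFFs infected with HCMV-luciferase, MOI 1 PFU/cell, 72 h at 37C. Lysate luminescence read with OneGlo; data normalized against buffer-only and 10uM Salinomycin inhibitor controls.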
Giardia FBPA inh – blocks Giardia fructose-bisphosphate aldolase activity. A8B2U2. purified Giardia FBPA. Potency, µM (series often up to 59.6 µM), without a hit: top-dose activity, negative = inhibition, most hits filed as inhibitors. 290,000 tested, 0.71% active; further: potency means the concentration at half of the fitted maximal effect; nearly all actives have a fitted effect of over 55% in size
Target sequence (A8B2U2 whole entry, looked up): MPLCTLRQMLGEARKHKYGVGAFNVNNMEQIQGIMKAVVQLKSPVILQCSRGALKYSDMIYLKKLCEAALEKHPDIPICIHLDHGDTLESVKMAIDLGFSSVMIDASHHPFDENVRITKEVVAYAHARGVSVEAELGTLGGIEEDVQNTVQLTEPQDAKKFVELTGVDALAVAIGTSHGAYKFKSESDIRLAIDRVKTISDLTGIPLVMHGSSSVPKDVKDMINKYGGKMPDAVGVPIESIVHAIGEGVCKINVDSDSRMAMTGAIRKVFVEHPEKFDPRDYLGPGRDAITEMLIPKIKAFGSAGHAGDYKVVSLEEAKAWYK
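Giardia FBPA (40 nM reagent) was preincubated 10 min at RT with compound (up to 57.5 uM final), then substrate plus GAPDH/TPI/NAD/arsenate coupling system with diaphorase/resazurin was added; resorufin fluorescence (525/598 nm) was read after 20 min.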
AMA1-RON2 inh – inhibitors of Plasmodium falciparum AMA1-RON2 interaction | AlphaScreen AMA1-biotinylated RON2 peptide binding | Potency, µM (top dose mostly 58.2 µM), for the others: at the top dose activity change, negative = inhibition, most hits filed as inhibitors | 360,000 tested, 0.2% active | AID 720542;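 further: potency means the concentration at half of the fitted maximal effect; 0% = vehicle wells and -100% = peptide control; nearly all actives have a fitted effect of over 45% in size; some results filed as inactive show a strong effect at the top dose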
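AMA1 (3D7) with his tag at 25 nM final met compounds first, then biotinylated RON2 peptide at 25 nM; detection used donor plus acceptor beads, 10 µg/mL apiece, read by AlphaScreen after 30 min at room temperature.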
Sm TGR block – inhibitors of Schistosoma mansoni thioredoxin glutathione reductase. Q962Y6. purified TGR, DTNB reduction, TNB absorbance 405 nm. Potency, µM (top dose mostly 114 µM), without a hit: top-dose activity change, negative = inhibition, most hits filed as inhibitors. 360,000 tested, 3% active; further: potency means the concentration at half of the fitted maximal effect; nearly all actives have a fitted effect of over 60% in size
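TGR 20 nM + NADPH 100 uM (dispensed conc.), cpd preinc 15 min RT; start with NADPH (500 uM addition) then DTNB (15 mM addition). Kinetic TNB absorbance, 405 nm filter. Four-parameter Hill fit across titration.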
Starred values were filed as active, the others as inactive; ? = inconclusive; · = no result given; & = joins results of further samples; [ ] = another dose, or the depositor's remark. Unless noted, the call rests on the fitted dose curve; in most records, active means well fitted curve in the direction sought with a large enough effect; inconclusive means small, poorly fitted or top-dose-only effect, or another doubt; inactive means no such curve, though single readings can be large; an effect the other way counts as inactive or inconclusive. Unless noted, on the % scale 0 is the no-effect control and ±100 the full control effect.

SMILES | HCV inhibitor | AmpC detergent | HCMV antiviral | Giardia FBPA inh | AMA1-RON2 inh | Sm TGR block
O=C(O)[C@@H]1CCCN1S(=O)(=O)c1cccc(S(=O)(=O)N2CCC[C@H]2C(=O)O)c1 | 17% | -18% | ? | -11% | 0% | -1%
CCCCC(=O)Nc1cccc(NC(=O)CC)c1 | -1% | 6% | -18 | 0% | 26% | 14%
CCOC(=O)c1ccc(Nc2cc3ccccc3c(=O)[nH]2)cc1 | -10% | · | 3 | · | 14% | ·
COc1ccc(NS(=O)(=O)c2cc(NC(=O)c3cnccn3)ccc2OC)cc1Br | ? | -12% | -5 | 1% | -7% | -2%
COC(=O)c1ccc(N)c(CS(=O)(=O)c2ccc(Cl)cc2)c1 | 1% | 2% | 3 | 6% | -5% | -1%
CC(=O)OC1C2CCC1C([N+]1(C)CCCCC1)CC2 (centres undefined) | -3% | 0% | ? | 3% | 4% | -3%
Nc1c([N+](=O)[O-])cc(-c2cnc[nH]2)cc1[N+](=O)[O-] | 0% | 6% | -27 | -5% | -4% | 7%
CCN(CC)c1ccc(NC(=O)CN2CCN(c3nc(C)cc(C)n3)CC2)cc1 | -3% | 10% | -14 | -8% | -26% | -5%
CCC1CCCCN1CCCNC(=O)CSc1nc2nc(C)c(Cc3ccc(C)cc3)c(C)n2n1 (centres undefined) | ? | -7% | -33 | 6% | -15% | 8%
COc1cccc(Nc2nc3ccc(C(=O)c4ccccc4)cc3n3cnnc23)c1 | -24% | 3% | ? | 4% | 0% | 7%
CCc1cc(-c2[nH]ncc2-c2ccc([N+](=O)[O-])cc2)c(O)cc1OC | ? | -1% | · | 0% | 72%[activator] | 6%
Cc1c(C)c2c(OCC(=O)N3CCC(C(=O)O)CC3)cc3c(c2oc1=O)CCC(C)(C)O3 | 37%[activator] | -8% | · | -1% | 0% | -6%
CCc1cc2c(=O)c(-c3cscn3)coc2c(CN(C)C)c1O | -7% | ? | ? | 0% | 3% | 0%
COCCNc1nc(N)c([N+](=O)[O-])c(N2CCCCCC2)n1 | -3% | 13% | -39 | 10% | 16% | 6%
Cc1ccc(NC(=O)Cn2nc(C(F)(F)F)c3c2CCC3)cc1 | 0% | ? | -24 | -1% | -4% | -2%

Full records, looked up by structure.
COc1cccc(Nc2nc3ccc(C(=O)c4ccccc4)cc3n3cnnc23)c1 is entered as HCV inhibitor = -24%; AmpC detergent = 3%; HCMV antiviral = ?; Giardia FBPA inh = 4%; AMA1-RON2 inh = 0%; Sm TGR block = 7%
CCOC(=O)c1ccc(Nc2cc3ccccc3c(=O)[nH]2)cc1 is entered as HCV inhibitor = -10%; AmpC detergent = ·; HCMV antiviral = 3; Giardia FBPA inh = ·; AMA1-RON2 inh = 14%; Sm TGR block = ·

Of the compounds above, 3 have an NH in an aromatic ring:
SMILES | HCV inhibitor | AmpC detergent | HCMV antiviral | Giardia FBPA inh | AMA1-RON2 inh | Sm TGR block
CCOC(=O)c1ccc(Nc2cc3ccccc3c(=O)[nH]2)cc1 | -10% | · | 3 | · | 14% | ·
Nc1c([N+](=O)[O-])cc(-c2cnc[nH]2)cc1[N+](=O)[O-] | 0% | 6% | -27 | -5% | -4% | 7%
CCc1cc(-c2[nH]ncc2-c2ccc([N+](=O)[O-])cc2)c(O)cc1OC | ? | -1% | · | 0% | 72%[activator] | 6%

(continued)
SMILES | HCV inhibitor | AmpC detergent | HCMV antiviral | Giardia FBPA inh | AMA1-RON2 inh | Sm TGR block
CC(C)N(CCNC(=O)c1ccc(CS(=O)(=O)c2c(Cl)cccc2Cl)o1)Cc1ccccc1 | -11% | -12% | ? | 5% | 3% | -34%
Cc1ccc(S(=O)(=O)Nc2ccc(C(=O)N3CCCC3)cc2)c(C)c1NS(C)(=O)=O | 10% | -1% | -33 | 10% | 1% | 2%
COc1cc(CN2CCN(S(=O)(=O)c3ccccc3)CC2)cc(OC)c1OC | 7% | ? | 5 | 25µM* | -18% | -37%
COc1ccc(NC(=O)N2CCCC(C(=O)NCCc3ccccc3)C2)cc1 (centres undefined) | 2% | 0% | 10 | -5% | -1% | 2%
COc1ccc(N2CCN(C(=O)Cc3ccc(C)cc3)CC2)cc1 | -14% | -10% | -15 | 5% | -12% | 1%
Cc1ccc(C)c(CN2C(=O)C3CCCN3c3ccc(S(=O)(=O)N4CCOCC4)cc32)c1 (centres undefined) | · | -2% | · | -9% | · | -30%
CC(C)(C)C(=O)N1CCN(c2ccc([N+](=O)[O-])c(NCc3cccnc3)c2)CC1 | -12% | -1% | -27 | -19% | -7% | -6%
Cc1onc(-c2ccccc2)c1C(=O)NCc1cccs1 | -6% | -5% | 4 | 5% | -11% | 1%
CCSc1nc2c(c(=O)[nH]c(=O)n2C)n1C | 13% | -1% | 17 | 1% | 1% | 5%
CC(C)C[C@@H](CN)NC(=O)c1nc[nH]c1C(=O)N[C@@H](C)C(=O)CNC[C@H](C)NC(=O)c1nc[nH]c1C(=O)N[C@@H](C)C(=O)O | 22% | · | 3 | · | 78%[activator] | ·
COc1ccc([C@]23Cc4cc(OC)c(OC)cc4C(O2)c2c(cc(C)oc2=O)O3)cc1 | · | ? | · | -4%[12.9 µM] | · | 7.1µM*
Nc1cccc(-n2nncc2-c2ccc(Cl)cc2)c1 | · | -9% | · | -11% | · | 0%
COc1ccc2c(c1)CCc1c(C(=O)Nc3c(C)n(C)n(-c4ccccc4)c3=O)noc1-2 | -5% | -14% | ? | 6% | -12% | 3%
CC(C)C[C@H](NC(=O)c1nc[nH]c1C(=O)NC1CCNCC1)C(=O)OCc1ccccc1 | 14% | 5% | 2 | · | 40%[activator] | 3%
CCOC(=O)/C(C#N)=N/Nc1ccccc1OC | ? | -14% | -28 | 1% | -15% | 5%

Ordered by number of heavy atoms (lowest first): part of the list above
SMILES | HCV inhibitor | AmpC detergent | HCMV antiviral | Giardia FBPA inh | AMA1-RON2 inh | Sm TGR block
CCSc1nc2c(c(=O)[nH]c(=O)n2C)n1C | 13% | -1% | 17 | 1% | 1% | 5%
CCOC(=O)/C(C#N)=N/Nc1ccccc1OC | ? | -14% | -28 | 1% | -15% | 5%
CC(C)N(CCNC(=O)c1ccc(CS(=O)(=O)c2c(Cl)cccc2Cl)o1)Cc1ccccc1 | -11% | -12% | ? | 5% | 3% | -34%

Carrying on.
SMILES | HCV inhibitor | AmpC detergent | HCMV antiviral | Giardia FBPA inh | AMA1-RON2 inh | Sm TGR block
CCOC(=O)C(C)N1N=C(/C=C/c2ccc(C)cc2)CCC1=O (centres undefined) | 15% | 2% | 22 | ? | 3% | 9%
O=C(/C=C/c1cccc([N+](=O)[O-])c1)OCC(=O)N1CCOCC1 | -1% | 1% | -1 | · | 3%[11.6 µM] | -20%
CCN(CC)c1ccc(/C=C(\C#N)C(N)=O)cc1 | 4% | -2% | 16 | 1% | 2% | -8%[57.1 µM]
CC1CCCCN1CC(=O)NC(=O)NCc1ccccc1 (centres undefined) | 14% | -1% | 11 | 6% | -7% | 2%
Cc1ccc(Sc2ccc(/C=N/O)cc2[N+](=O)[O-])cc1 | 11µM* | 0% | 18 | 14% | -10% | -26%
COc1ccc(C2CN=NC2C(=O)c2ccccc2)cc1 (centres undefined) | -26% | -8% | -64* | 0% | -9% | ?
CN1CCC(=NNC(=O)CN(c2cccc([N+](=O)[O-])c2)S(=O)(=O)c2ccccc2)CC1 | 35%[activator] | -6% | 6 | 0% | 34%[activator] | -10%
CC(=O)C1=C(C)N(CC2CC2)C(=O)N[C@H]1c1ccccc1 | -3%[8.37 µM] | 1% | 14 | 5%&0% | -1% | 1%
CS(=O)(=O)N(CC(=O)Nc1ccccc1C(=O)NCc1ccco1)c1ccccc1F | 1% | -3% | -36 | -1% | -1% | -3%
O=C(Nc1cccnc1)c1cccc(S(=O)(=O)N2CCCC2)c1 | 0% | -2% | -31 | 1% | -3% | -5%
COc1ccc(/C=C/C(=O)c2ccc(O)cc2)cc1CN1CCOCC1 | -4% | -12% | ? | 2% | -14% | -7%
CN(c1ccccc1)S(=O)(=O)c1ccc(Cl)c(C(=O)NCC(c2ccco2)N2CCCC2)c1 (centres undefined) | ? | ? | -32 | · | -4% | -19%
COc1ccccc1CNC(=O)CS(=O)(=O)c1cccc2nsnc12 | · | 2% | 23 | · | · | -1%
COc1ccc(N(C(=O)c2cc3ccccc3oc2=O)C2C=CS(=O)(=O)C2)c(OC)c1 (centres undefined) | 20% | 0% | -61* | -1% | -1% | 0%
O=C(Nc1ccc2nc(SCC(=O)N3CCCc4ccccc43)sc2c1)c1ccc(F)cc1 | · | 20% | -5 | · | · | 0%
CCC(=O)Nc1ccc(S(=O)(=O)Nc2ccc(Cl)nn2)cc1 | 5% | -12% | 5 | 1% | 0% | 0%
COc1ccc(-c2nn(-c3ccccc3)cc2C(=O)NC2CCC(C)CC2)cc1 (centres undefined) | -18% | ? | -17 | · | -4% | -2%
COc1ccc(-c2nc(CS(=O)CC(=O)N3CCN(C)CC3)c(C)o2)cc1 (centres undefined) | 11% | 3% | 30 | -13% | -4% | -36%
C/C(=N\N=C(/N)c1nonc1N)c1ccc2c(c1)OCO2 | ? | 9% | 44 | -1% | 10% | 2%
CCC1CCC(NC2CCCCNC2=O)CC1 (centres undefined) | -3% | ? | -5 | 0% | 2% | -3%
COC(=O)CSc1ccc(S(=O)(=O)N2CCCCCC2)cc1[N+](=O)[O-] | 9% | -13% | -13 | -1% | 2% | -3%
CCn1c(=O)n(-c2ccc(C)c(F)c2)c(=O)c2sc3ccccc3c21 | · | 4% | -6 | · | · | 4%
Cc1cc(SCC(=O)NC(=O)c2cccn2C)nc2ccccc12 | 1% | -1% | -30 | -19% | 64%[activator] | -4%
COc1ccc(NC(=O)c2ccc(-n3cccn3)nc2)cc1 | ? | 0% | -28 | 2% | 1% | 6%
O=C(O)c1ccccc1C(=O)OC1CCCC2CCCC21 (centres undefined) | 9% | · | 30 | · | 8% | ·
O=C(CSc1ccccc1)Nc1cc(S(=O)(=O)N2CCOCC2)ccc1N1CCOCC1 | -21% | -1% | ? | 3% | -2% | 20%
O=C(O)C(CC1CCCCC1)N1CCS(=O)(=O)CC1 (centres undefined) | -4% | ? | -9 | 4% | 19% | 0%
CN1CCN(C(=O)/C(=C/c2ccccc2)c2ccccc2)CC1 | 10% | 1% | 23 | 5% | -13% | -6%
O=C(Nc1cccc(S(=O)(=O)N2CCCCCC2)c1)c1ccc2c(c1)OCO2 | ? | -6% | -62* | -14% | -7% | 5%
C/C(=N\O)C(=O)NCc1ccncc1 | -14% | -4% | 42 | -20% | -1% | 3%
O=C(O)c1ccc2c(c1)N(Cc1cccc(F)c1)C(=O)CS2 | 14% | -4% | -100* | -9% | -2% | 3%
O=C(Nc1ccc(Cl)cn1)c1ccc(-c2ccc(Cl)c(Cl)c2)o1 | 30%[activator] | · | 24 | · | 7% | ·
NC(=O)C1CCN(C(=O)CCSCc2ccc(Cl)c(Cl)c2)CC1 | 3% | ? | 21 | -5% | 8% | -2%

An unsorted share of the library, and some 9.3% of all compounds hit somewhere here.
